High-throughput results deposited in PubChem by several laboratories.
sPLA2-III inh – Inhibits HGIII-sPLA2 liposome hydrolysis, primary screen; inhibition, % at 12.2 µM; AID 743126; 370,000 tested, 0.56% active; QFRET BODIPY PC-A2 liposome hydrolysis, fluorescence; Q9NZ20;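 active means inhibition above mean plus 3 SD of compounds lying within the high and low control bounds, cut at about 19% in these data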;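 further: 0% = median of test compound wells and 100% = no enzyme DMSO wells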
SMARCA2 activ – increases SMARCA2 function in MMTV reporter cells. MG213 cells, MMTV-luciferase reporter, dexamethasone, overnight. activation, % at 9.1 µM. 370,000 tested, 1% active. AID 652017; in the data active means activation above about 7.8%;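 further: 0% = vehicle wells and 100% = reference activator wells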
GC-A act – GC-A (human) enzyme activation. P16066. HEK293 GC-A cells, cGMP TR-FRET, EC30 ANP; 0% at EC30 ANP, 100% saturating ANP. activation, % at 10 µM. 370,000 tested, 0.14% active; in the data active means activation above about 40%
Target sequence (P16066 whole entry, looked up): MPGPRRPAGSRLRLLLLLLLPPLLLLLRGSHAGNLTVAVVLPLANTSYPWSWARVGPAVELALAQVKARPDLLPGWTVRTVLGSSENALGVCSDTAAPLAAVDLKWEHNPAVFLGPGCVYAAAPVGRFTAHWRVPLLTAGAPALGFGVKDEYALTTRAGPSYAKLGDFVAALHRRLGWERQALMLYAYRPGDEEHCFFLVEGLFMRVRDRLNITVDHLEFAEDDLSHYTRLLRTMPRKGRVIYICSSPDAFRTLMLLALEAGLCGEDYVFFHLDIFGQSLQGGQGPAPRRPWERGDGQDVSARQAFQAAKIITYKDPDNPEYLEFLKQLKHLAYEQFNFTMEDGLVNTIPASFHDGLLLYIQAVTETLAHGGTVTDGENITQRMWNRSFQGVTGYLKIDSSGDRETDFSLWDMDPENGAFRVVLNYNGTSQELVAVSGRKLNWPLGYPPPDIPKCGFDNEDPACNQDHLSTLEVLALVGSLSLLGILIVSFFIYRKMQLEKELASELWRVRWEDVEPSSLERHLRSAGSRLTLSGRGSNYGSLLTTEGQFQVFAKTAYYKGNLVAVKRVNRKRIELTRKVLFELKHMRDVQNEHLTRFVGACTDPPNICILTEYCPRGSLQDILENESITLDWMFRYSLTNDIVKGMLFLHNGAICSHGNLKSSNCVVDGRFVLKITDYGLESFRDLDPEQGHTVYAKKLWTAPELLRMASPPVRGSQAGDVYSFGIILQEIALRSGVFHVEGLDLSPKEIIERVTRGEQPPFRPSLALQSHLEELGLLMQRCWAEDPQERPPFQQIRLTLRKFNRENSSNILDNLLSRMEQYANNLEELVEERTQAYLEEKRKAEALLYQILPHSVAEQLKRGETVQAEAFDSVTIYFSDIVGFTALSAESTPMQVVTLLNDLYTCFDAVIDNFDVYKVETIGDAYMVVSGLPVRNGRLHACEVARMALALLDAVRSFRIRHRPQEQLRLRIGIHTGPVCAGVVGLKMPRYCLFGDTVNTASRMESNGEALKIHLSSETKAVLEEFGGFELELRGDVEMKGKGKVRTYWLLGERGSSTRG
ssDAF-12 act – activates DAF-12 receptor from parasite S. stercoralis. activation, % at 6.8 µM. HEK293 ssDAF-12/GRIP1 lit1-tk-luc reporter, luminescence; % of 3 µM dafachronic acid response. 370,000 tested, 1% active;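 active means activation above the mean over all tested compounds plus 3 SD, cut at about 0.9% in these data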;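 further: 0% = DMSO-only wells and 100% = 3 µM delta7-dafachronic acid wells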
ADAM10 inh – inhibits human ADAM10. O14672. inhibition, % at 7 µM. recombinant ADAM10, EDANS/DABCYL FRET peptide cleavage, 3 h. 370,000 tested, 0.62% active;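 active means inhibition above a per-campaign cutoff equal to the mean of compounds falling between control-based bounds plus 3 SD, cut at about 20% in these data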;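 further: 0% = DMSO wells while the 100% control is not disclosed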
DAX1 inh-1 – inhibitors of DAX1 repression of SF-1 activated StAR promoter | HEK293T StAR-luciferase reporter, SF-1/DAX-1 repression relief | inhibition, % at 6.8 µM | 370,000 tested, 1.1% active | AID 652010;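 active means inhibition above the mean over all tested compounds plus 3 SD, cut at about 3.6% in these data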;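 further: 0% = DAX-1 cells with DMSO and 100% = cells lacking DAX-1 with DMSO; higher inhibition means more luminescence from relief of DAX-1 repression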
DAX1 inh-2 – inhibitors of human orphan nuclear receptor DAX1 (NR0B1) | HEK293 Gal4-DAX1 luciferase reporter, luminescence | inhibition, % at 6.75 µM | P51843 | 340,000 tested, 0.99% active | AID 504766;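 active means inhibition above the mean over all tested compounds plus 3 SD, cut at about 4.2% in these data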;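 further: 0% = DAX1-transfected cells with DMSO and 100% = empty-vector control cells with DMSO; inhibition shows as a rise in luminescence from relieved DAX1 repression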
hgDAF-12 ag – activates the H. glycines DAF-12 receptor ligand-binding domain | HEK293 GAL4-hgDAF12 UAS-luciferase reporter, agonist luminescence; normalized to butyrate control | activation, % at 6.8 µM | 370,000 tested, 1.8% active | AID 687014;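 active means activation above a cutoff set at the mean of all screened compounds plus 3 SD, cut at about 10% in these data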;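 further: 0% = DMSO wells and 100% = sodium butyrate wells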
hcDAF-12 act – activates DAF-12 receptor from parasite H. contortus. HEK293 hcDAF-12 lit1-tk-luc reporter, luminescence; 0% DMSO, 100% Δ7-dafachronic acid. activation, % at 6.8 µM. 370,000 tested, 1.4% active;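 active means activation above the mean of all tested compounds plus 3 SD, cut at about 5.5% in these data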;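 further: 100% = response to 3 µM Δ7-dafachronic acid high control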
GC-B act – GC-B (human) receptor activation; 370,000 tested, 0.11% active; P20594; activation, % at 10 µM; HEK293-GC-B cells, CNP EC30, cGMP TR-FRET; 0% at EC30 CNP, 100% saturating CNP;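 active means activation at 10 µM reaching about 35% in either raw or pattern-adjusted values, limit read from the data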
GAA850 FXN act – frataxin GAA850 promoter activation. 360,000 tested, 0.56% active. HEK293 lucGAA850 FXN promoter luciferase reporter, 24 h; percent of 10 µM SAHA response. AID 540364. activation, % at 6 µM;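 active means activation above the average of all compounds screened plus 3 SD, cutoff fixed separately per campaign, cut at about 7.5% in these data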;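 further: 0% = DMSO wells and 100% = 10 µM SAHA wells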
Active calls of the source: *; / = no result given. Rows are unselected (roughly 6.6% active in at least one column).

cpd	Compound	sPLA2-III inh	SMARCA2 activ	GC-A act	ssDAF-12 act	ADAM10 inh	DAX1 inh-1	DAX1 inh-2	hgDAF-12 ag	hcDAF-12 act	GC-B act	GAA850 FXN act
1	COc1ccc(C2=CSC3=NCCN23)cc1	-6	-2	-3	-0.7	-1	0.6	0.8	-0.3	3.4	7	1.3
2	O=C(Cc1c[nH]c2ccccc12)Nc1ccc(Nc2cccnc2)c(-c2ccc(F)c(F)c2)c1	-32	-2	-1	-1.0	2	-3.4	/	-5.6	0.1	4	/
3	O=C(Nc1ccc(F)cc1)c1cccc(C(=O)Nc2ccc(F)cc2)c1	2	-3	-3	-1.4	5	-0.7	-0.5	-1.0	-2.9	-3	-0.8
4	O=C(Nc1cccc(O)c1)c1ccccc1[N+](=O)[O-]	-3	-3	0	0.0	-2	0.7	1.0	0.0	0.8	0	-0.3
5	CCOC(=O)C1C(c2ccc(OC)cc2)N(C)OC1(O)C(F)(F)F (configuration not stated)	-1	1	3	-0.2	-15	0.0	-0.4	-0.7	1.9	-1	-0.1
6	COc1ccccc1C(=O)N/C(=C/c1ccccc1)C(=O)NC(CCSC)C(=O)O (configuration not stated)	-2	-2	2	-0.9	-1	0.7	0.8	-1.4	0.1	-2	-0.3
7	O=C(C[n+]1cc(-c2ccc(F)cc2)n2c1CCC2)Nc1nc(-c2ccc(F)cc2)cs1	-23	-2	4	-1.0	8	-0.2	0.9	2.1	2.1	4	4.6
8	O=C(Nc1cccc2cccnc12)C1CCCC1	9	0	0	-1.7	-6	0.0	-1.1	0.8	-2.6	3	-1.7
9	O=C(O)CCCC(=O)Nc1ccc(Cl)cc1	7	-6	2	-1.3	4	0.2	0.4	0.6	-0.5	3	1.4
10	CCC(CCC(=O)Nc1cccc(C(=O)O)c1)C(=O)O (configuration not stated)	0	2	6	-1.0	-3	-0.1	-1.1	-0.2	-1.4	6	3.9
11	COc1cccc(Cn2cnc3c(NS(=O)(=O)c4ccc(Cl)cc4)c(C)c(C)cc32)c1	6	-3	-4	-0.2	7	1.1	1.9	-2.6	-0.4	-1	-11
12	C(=C\c1ccccc1)/CN1CCN(C(c2ccccc2)c2nnnn2Cc2ccccc2)CC1 (configuration not stated)	-16	0	1	-0.8	16	-2.8	/	-2.2	-0.5	-2	/
13	O=C(NC(c1ccccc1)c1cnccn1)C1CCN(Cc2ccc(Cl)c(Cl)c2)CC1 (configuration not stated)	-2	-3	-4	-1.4	-10	-1.2	/	-1.2	-1.0	-1	-0.7
14	CCCCC(c1nnnn1C1CCCC1)N1CCN(C2CCCCC2)CC1 (configuration not stated)	-4	0	-4	-0.8	9	0.8	0.0	4.0	-0.6	-6	-1.7
15	CCc1ccc(-c2cc3c(=O)n(CC(=O)NCc4ccccc4F)ncn3n2)cc1	3	1	-1	-0.6	-4	-0.2	1.3	0.5	0.8	-2	2.8
16	Cc1ccc(OCC(=O)NNC(=O)c2cccnc2)cc1	-10	-1	4	-0.9	0	1.5	-1.8	1.0	1.3	4	2.5
17	CS(=O)(=O)c1ccc(Cl)c(NC(=O)CNC(=O)c2ccc3c(c2)OCO3)c1	-12	4	-2	-0.7	-3	0.6	-0.6	-3.7	-0.6	4	-0.7
18	O=C(N/N=C/c1cccs1)c1ccc2nc[nH]c2c1	-5	1	5	-1.2	-5	0.4	0.9	3.5	-2.1	1	3.5
19	CCc1ccc[n+](-c2[nH]c(=O)sc2/C=N/N=C(\[O-])c2cccnc2)c1	-1	4	1	-0.6	2	-0.1	1.0	-0.6	0.8	1	-1.3
20	Cc1cccnc1NC(=O)CSc1nnc(Cc2ccccc2)o1	5	4	4	-1.1	-1	-0.1	-0.4	-0.3	0.7	1	1.6
21	O=C(NC1CCCCC1)C(c1ccccc1)N(Cc1ccc2c(c1)OCO2)C(=O)c1cnsn1 (configuration not stated)	-1	-5	-22	-0.5	-10	-0.1	1.3	0.0	-1.4	-16	-0.2
22	O=C(CC1CCCCC1)Nc1ccc(-c2ccc3nncn3n2)cc1	-2	3	-7	-0.9	-7	0.4	1.4	-1.0	-1.8	-2	2.9
23	COc1cc(C(C(=O)NC2CCCC2)N(CCO)C(=O)Cn2nnc(-c3ccc(C)o3)n2)ccc1O (configuration not stated)	-14	-1	-3	-0.9	0	0.1	0.8	0.7	-2.6	-4	1.8
24	COc1ccccc1/C=C/C(=O)OCC(=O)Nc1c(F)cccc1F	0	-1	4	-0.6	-95	-0.7	0.2	1.7	-2.4	3	2.2
25	O=Cc1ccc(C(=O)O)cc1	-1	1	2	-1.1	-1	-0.3	0.2	2.5	-0.1	1	0.3
26	CC(=O)Nc1ccc(/C(C)=N/Nc2nc(N3CCOCC3)nc(N3CCOCC3)n2)cc1	-5	-1	-2	-0.5	-4	0.4	-0.9	6.6	-1.3	-2	0.4
27	COc1ccc(NC(=O)COc2ccccc2Cl)cc1S(=O)(=O)N1CCCCC1	-13	1	-1	-1.4	0	-2.3	-2.2	-2.4	-1.8	4	-0.9
28	CN(N=Nc1cccc([N+](=O)[O-])c1)c1ccccc1	7	1	1	-0.7	-3	-0.2	0.7	4.5	1.8	5	5.5
29	C=CCn1c(C)cc(C(=O)COC(=O)/C=C/c2c(C)nn(C3CCS(=O)(=O)C3)c2Cl)c1C (configuration not stated)	-2	-2	4	-1.2	-9	-2.2	-1.0	-2.0	-3.4	5	2.4
30	O=C(NCc1ccco1)c1cc(-c2ccncc2)nc2ccccc12	-5	-2	-1	-1.7	0	-1.1	-0.8	-1.5	-2.0	-8	0.6
31	CC1(C)N=C(N)NC(Nc2ccc(Cl)cc2)=N1	12	-5	0	-1.4	-9	-1.1	0.4	-2.0	0.6	3	1.0
32	CS(=O)(=O)c1ccc(Cl)c(NC(=O)Cc2ccccc2F)c1	0	-3	-2	-1.4	7	0.3	-1.2	-1.6	0.4	2	0.6
33	Cc1cccc(N=C2NC(=O)CS2)c1C	-3	6	4	-1.1	3	-0.8	0.8	-1.1	-0.8	1	1.3
34	COc1cc(C(=O)Sc2ccc(Cl)cc2)cc(OC)c1OC	1	0	12	-0.7	7	-0.7	0.5	-4.2	-1.1	0	0.0
35	O=C1OC(NCc2cccnc2)(c2ccc(Cl)cc2)c2ccccc21 (configuration not stated)	-6	-2	-13	-1.2	-1	-0.2	-0.3	-2.3	-1.4	-9	-2.6
36	N#Cc1c(-c2ccccc2)ccn(Cc2cccc(Cl)c2)c1=O	-15	4	7	-1.2	-127	-0.6	-1.0	-0.9	-1.0	5	-0.8
37	O=C(NCc1cccnc1)c1ccc(COc2ccc(Cl)cc2)cc1	-4	-3	24	-2.6	4	-2.9	-3.5	-4.7	-4.2	6	-0.7
38	CC12CCC(=O)N1C(C(=O)OCC(=O)Nc1ccc(C(F)(F)F)cc1)CS2 (configuration not stated)	3	-4	0	-0.9	-4	0.7	0.0	-1.2	-0.6	1	2.2
39	COC(=O)[C@]1(C#N)CC(=O)N(c2ccccc2)[C@@H]1c1ccccc1	-1	0	1	-0.6	2	0.0	/	1.1	2.2	2	/
40	COc1ccc(Cn2c(-c3ccco3)nc3c(c(=O)c4ccccc4n3C)c2=O)cc1	15	-4	7	-1.2	-18	0.2	0.5	-2.4	-1.0	8	1.4
41	Cc1ccc(NC(=O)C(C)[n+]2ccccc2)cc1[N+](=O)[O-] (configuration not stated)	2	-3	13	-1.2	0	0.2	1.4	-1.5	-1.5	4	0.2
42	COc1ccc(C2CCCN2C(=O)Nc2ccc(F)cc2)cc1OC (configuration not stated)	2	-3	8	-1.5	-14	0.9	-0.2	-1.3	-2.3	3	2.6
43	CN(C)c1ccc(CNC2CC(C)(C)NC(C)(C)C2)cc1	0	0	-1	-0.7	1	0.7	0.4	0.3	-0.9	2	-1.5
44	O=C1Cc2c(-c3ccccc3)cc(-c3cccc(Cl)c3)nc2-c2ccccc2N1	-3	1	-4	-0.7	-3	0.5	0.8	3.5	1.6	-7	1.4
45	COCC(C)NCc1ccccc1C (configuration not stated)	-1	1	10	-0.8	2	0.2	1.7	0.3	0.3	4	1.6
46	CCc1ccccc1OCC(=O)N(CC)CC(=O)NCc1ccc(F)cc1	3	-2	-6	-1.4	-6	-0.5	-0.9	-2.1	2.0	6	-0.1
47	CN1CCN(C(=O)c2ccc(N(Cc3ccccc3Cl)S(C)(=O)=O)cc2)CC1	-8	2	1	-1.5	2	-0.1	1.9	-2.1	2.7	6	0.3
48	Cc1ccccc1NC(=O)N1CCCC1C(=O)NCc1cccs1 (configuration not stated)	-5	0	-1	-1.0	1	-0.3	0.3	-1.1	0.7	-7	0.4

Individual results from above:
Cc1ccc(NC(=O)C(C)[n+]2ccccc2)cc1[N+](=O)[O-] (configuration not stated) – DAX1 inh-1 = 0.2
CN1CCN(C(=O)c2ccc(N(Cc3ccccc3Cl)S(C)(=O)=O)cc2)CC1 – ssDAF-12 act = -1.5

Next part
cpd	Compound	sPLA2-III inh	SMARCA2 activ	GC-A act	ssDAF-12 act	ADAM10 inh	DAX1 inh-1	DAX1 inh-2	hgDAF-12 ag	hcDAF-12 act	GC-B act	GAA850 FXN act
49	Nc1cccc(-c2cn(-c3cc4cc(C#CC5(O)CCCCC5)ccc4oc3=O)nn2)c1	-10	1	0	-1.0	11	0.2	2.4	0.6	0.4	4	-0.3
50	O=S(=O)(c1ccc2nc(N3CCN(c4ccccc4)CC3)ccc2c1)N1CCCCC1	2	3	37	-1.1	-1	-1.2	0.0	-0.5	-1.7	1	1.8
51	O=C1C=C(c2cccs2)C[C@H](c2ccccc2)[C@H]1n1nnc([N+](=O)[O-])n1	-2	8.3*	-7	-2.1	-11	-0.4	-0.1	-2.2	-2.5	-6	-3.4
52	CC12CCC(C(=O)Nc3cccc(NC(=O)C45CCC(C)(C(=O)O4)C5(C)C)n3)(OC1=O)C2(C)C	-2	-1	3	-1.4	7	-0.3	0.2	-1.3	-1.0	6	-0.8
53	CS(=O)(=O)c1cnc(-c2cccnc2)nc1N	12	-1	4	0.6	-1	0.1	0.2	0.2	0.2	0	0.0
54	Cc1cc(C)c[n+](-c2nc3ccccc3nc2[N-]S(=O)(=O)c2ccc(Br)s2)c1	-11	4	-2	-1.3	-3	-0.5	-0.6	-0.9	0.2	-5	0.1
55	CCN(CC)S(=O)(=O)c1ccc(N=NC2=C(O)CCCC2=O)cc1	0	-1	4	-1.0	5	-0.5	1.2	-4.1	2.0	1	1.3
56	CNS(=O)(=O)c1cccc(C(=O)Nc2cccc(Cl)c2)c1	-12	-2	-1	-1.3	-6	0.1	-1.1	0.8	0.4	2	2.4
57	COc1ccc(/C=C/C(=O)NNC(=O)C(C)Oc2ccccc2F)cc1OC (configuration not stated)	0	-2	-3	-0.9	-152	-0.6	0.6	-3.4	-1.6	0	-0.8
